GIRK2 act: Activates human GIRK2-containing potassium channels. activation (% efficacy), % for hits at 37.5 µM. P48051. HEK293 GIRK2/NPY4 cells, thallium flux fluorescence. 34,000 tested, under 10 active;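 active means primary screen hit, no activity in plain HEK293 cells, and in GIRK2-only cells above 5% efficacy rising with concentration; inactive means the rest, including fluorescent compounds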;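 further: efficacy is normalized control-subtracted fluorescence 15 s after thallium addition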
Target sequence (P48051 whole entry, looked up): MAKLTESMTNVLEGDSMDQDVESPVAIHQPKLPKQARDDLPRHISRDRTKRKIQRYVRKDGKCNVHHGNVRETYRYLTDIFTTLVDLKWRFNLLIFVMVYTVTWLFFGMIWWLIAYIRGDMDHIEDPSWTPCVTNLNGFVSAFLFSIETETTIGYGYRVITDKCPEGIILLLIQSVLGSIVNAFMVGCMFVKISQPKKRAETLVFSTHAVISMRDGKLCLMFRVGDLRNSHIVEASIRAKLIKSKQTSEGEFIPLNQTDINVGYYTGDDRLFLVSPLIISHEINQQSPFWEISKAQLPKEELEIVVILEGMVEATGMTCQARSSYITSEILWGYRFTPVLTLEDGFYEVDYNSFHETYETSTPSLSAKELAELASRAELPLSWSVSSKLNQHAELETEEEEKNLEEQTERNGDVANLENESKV
Calls only; i = inactive.

Structure	GIRK2 act
Cc1ccc(CC(=O)Nc2nc3cc4c(cc3s2)OCCO4)cc1	i
CCOC(=O)c1c(NC(=O)CN2CCN(CC)CC2)sc(C)c1C	i
COc1ccc(OC)c(C(=O)Nc2nnc(-c3cc(C)nn3C)o2)c1	i
O=S(=O)(c1ccc(Cl)cc1)N1CCN(Cc2nnnn2-c2ccc(F)cc2)CC1	i
COCCNC(=O)C(=O)NCCn1ccnc1C	i
CCOCCn1c(=NC(=O)c2cc(C)no2)sc2cc(OC)c(OC)cc21	i
CC(=O)c1ccc(NC(=O)CN2CCN(c3nccn3C)CC2)cc1	i
COc1ccc(C(=O)CSc2nc(CC(=O)NCC3CCCCC3)cs2)cc1	i
Cc1ccc(S(=O)(=O)CCCC(=O)Nc2ccc([N+](=O)[O-])cc2)cc1	i
CCCCN(C)C(=O)CSc1nnc2c(=O)n(Cc3ccc(F)cc3)ccn12	i
COc1ccc(OC)c(NC(=O)c2nnn(-c3ccccc3)c2C)c1	i
CS(=O)(=O)N1CCCC(C(=O)Nc2c3c(nn2-c2nc4ccccc4s2)CCC3)C1 (stereo not drawn)	i
COc1cc(NC(=O)c2ccc3ccccc3c2)ccc1N1CCCC1=O	i
CC(C)n1nccc1-c1nnc(NC(=O)C(C)(C)Oc2ccc(Cl)cc2)o1	i
Cn1c(=O)c2c(SCC(=O)NCc3ccco3)ccnc2n(C)c1=O	i
Cc1cccc(-n2nnc(C(=O)NCc3ccc(Cl)cc3)c2N)c1	i
COc1ccc2sc(=NC(=O)C3CCCN(S(C)(=O)=O)C3)n(CCSC)c2c1 (stereo not drawn)	i
CCOCC(=O)N1CCN(c2ncnc3c2nnn3C)CC1	i
Cc1nc2cc(NC(=O)Cc3c(C)[nH]c(=O)[nH]c3=O)ccc2s1	i
CCOc1ccccc1NC(=O)Cc1cc(-c2cccs2)on1	i
COc1ccc(CC(=O)Nc2ccc(Nc3ccc(C)nn3)cc2)cc1	i
Cc1c(Cl)cccc1S(=O)(=O)Nc1ccc(CC(=O)NC(C)(C)CO)cc1	i
CN1CCN(NC(=O)C(=O)Nc2ccc(F)c(Cl)c2)CC1	i
CN(C)C(CNC(=O)C(=O)NC1CC1)c1ccc(F)cc1 (stereo not drawn)	i
O=C(CCN1C(=O)c2ccccc2S1(=O)=O)Nc1cccc(C(F)(F)F)c1	i
CC1CCN(C(=O)Cn2cnc(C(C)C)cc2=O)CC1	i
O=C(CSc1ccc(NC(=O)C2CC2)nn1)Nc1ccc2c(c1)OCCO2	i
CNC(=O)c1ccsc1NC(=O)CCS(=O)(=O)c1ccc(OC)cc1	i
O=C(C1CC1c1cccs1)N1CCNCC1 (stereo not drawn)	i
O=C(Nc1ccc(Nc2cc(-n3ccnc3)ncn2)cc1)c1c[nH]c2ccccc12	i
O=C(CCCCn1c(=O)[nH]c2ccccc2c1=O)N1CCN(c2cccc(C(F)(F)F)c2)CC1	i
O=C(CCN1C(=O)c2ccccc2S1(=O)=O)Nc1ccc(Br)cc1	i
COCCN1CCC(CNS(=O)(=O)c2ccc(NC(=O)C(C)C)cc2)CC1	i
CN(C)c1nn(CC(=O)Nc2ccc(S(C)(=O)=O)cc2)cc1-c1ccccc1	i
O=C(NCc1cccc2ccccc12)N(CCc1ccccc1)Cc1ccccn1	i
O=C1CCCCN1c1ccc(NS(=O)(=O)c2ccccc2F)cc1	i
Cc1c(Cl)ccc2sc(NCCCN(C)C)nc12	i
O=C(NCCCn1nc(-c2ccco2)ccc1=O)c1ccc(-c2ccccc2)cc1	i
CCOc1ccc(S(=O)(=O)NCC(c2cccn2C)N2CCCC2)cc1C (stereo not drawn)	i
COCCn1c(C(=O)NCCc2ccccc2)cc2c(=O)n(C)c(=O)n(C)c21	i
CCCCOc1ccc(NC(=O)N2CC3CC2C(=O)O3)cc1 (stereo not drawn)	i
O=C(CSC1CCCC1)NCCCC(=O)Nc1cccc2cccnc12	i
CC(C)(Oc1ccc(Cl)cc1)C(=O)Nc1ccc(CC(=O)N2CCC(O)CC2)cc1	i
COc1ccccc1NC(=O)N1CCC(CNC(=O)Nc2ccccc2C)CC1	i
CCOC(=O)c1sc(NC(=O)c2cc(C)nn2CC)nc1-c1ccccc1	i
O=C(c1ccc2nsnc2c1)N1CCN(C(=O)c2cnn3ccccc23)CC1	i
Cc1nccn1CC1CCN(S(=O)(=O)c2ccc(Br)cc2)CC1	i
CN(C)C(CNC(=O)C(=O)Nc1ccc2c(c1)OCO2)c1ccco1 (stereo not drawn)	i
O=S1(=O)CCC(CNS(=O)(=O)c2ccc(Cl)cc2)C1 (stereo not drawn)	i
CN1CCN(n2c3c(c(SCC(=O)N4CCN(c5ccccc5)CC4)nc2=O)CCC3)CC1	i

Carrying on.
Structure	GIRK2 act
O=C(CN1CCC(c2nnc(-c3ccco3)o2)CC1)Nc1cccc(Cl)c1Cl	i
COC(=O)c1ccc2c(=O)n(CCC(=O)NCC3CCCO3)c(=S)[nH]c2c1 (stereo not drawn)	i
N#Cc1ccc(Cl)cc1NC(=O)C(=O)NC1CCCC1	i
Cn1ccnc1N1CCN(C(=O)CCCc2ccccc2)CC1	i
O=C(Cc1csc(SCC(=O)c2ccccc2)n1)NCCC1=CCCCC1	i
N#Cc1nc(-c2ccc(S(=O)(=O)N3CCc4ccccc4C3)cc2)oc1NCCN1CCOCC1	i
CC(C)(C)n1ncc2c(=O)n(NC(=O)c3ccc(Br)cc3)cnc21	i
O=C(Cc1noc2ccccc12)N1CCN(c2cc(-n3ccnc3)ncn2)CC1	i
CC(=O)c1ccc(N2CCN(C(=O)c3csc(Nc4cccc(Cl)c4)n3)CC2)cc1	i
O=C(Cc1csc(NC(=O)c2ccc[nH]c2=O)n1)Nc1ccc2c(c1)OCCO2	i
COc1ccc(S(=O)(=O)CCC(=O)Nc2nnc(C3CCCCC3)o2)cc1	i
Cc1ccc(NC(=O)CSc2nccnc2N2CCSCC2)c(Br)c1	i
O=C1Nc2c(c(=O)[nH]c(=O)n2Cc2ccccc2)C(c2ccco2)N1 (stereo not drawn)	i
CN(C)CCCN1C(=O)C(O)=C(C(=O)c2ccco2)C1c1ccccn1 (stereo not drawn)	i
O=S(=O)(NCCOc1ccc(-c2ccc(F)cc2)nn1)c1ccc(Cl)s1	i
COc1cccc(NC(=O)C(=O)NCC2CCN(C(=O)c3ccncc3)CC2)c1	i
Cn1cccc(C(=O)N2CCC(CNS(=O)(=O)c3cccc(C(F)(F)F)c3)CC2)c1=O	i
COc1ccc(NC(=O)Cn2cc(OC)c(=O)cc2CSc2nccn2C)c(OC)c1	i
Cc1nnsc1C(=O)N1CCC(CNC(=O)C(=O)Nc2cccnc2)CC1	i
CC(C)S(=O)(=O)c1ccc(C(=O)Nc2sc3c(c2C(N)=O)CCCC3)cc1	i
CCC(=O)Nc1ccc(SCc2cc(C)ccc2C)nn1	i
CCOC(=O)c1ccsc1NC(=O)CCCS(=O)(=O)c1ccc(C)cc1	i
CCC(=O)Nc1ccc(S(=O)(=O)NCC(c2cccn2C)N2CCCC2)c(C)c1 (stereo not drawn)	i
Cc1ccc(Nc2ccc(NC(=O)Cc3c[nH]c4ccccc34)cc2)nn1	i
O=C(NCC1CC1)c1ccc2c(=O)n3c(nc2c1)SCCC3	i
O=C(c1ccc(N2CCOCC2)nn1)N1CCN(c2ccccn2)CC1	i
O=C(Nc1cccs1)N1CCN(c2ccc3nnc(C4CC4)n3n2)CC1	i
COc1cc(NC(=O)Nc2nc(-c3cc4cccc(OC)c4o3)cs2)cc(OC)c1OC	i
CSCCC(C)(O)CNC(=O)C(=O)Nc1cccnc1 (stereo not drawn)	i
CCc1nnc(NC(=O)Cc2c(C)nn(C3CCS(=O)(=O)C3)c2C)s1 (stereo not drawn)	i
CCOC(=O)N1CCN(C(=O)Cc2nnc(-c3cccc(Br)c3)o2)CC1	i
NC(=O)Cn1nnn(-c2ccc(NS(=O)(=O)c3ccc(F)cc3)cc2)c1=O	i
COc1cccc(CCNC(=O)C2CCCN(c3ccc(-n4cccn4)nn3)C2)c1 (stereo not drawn)	i
COc1ccc(NC(=O)Cc2csc(NC(=O)c3ccc(=O)[nH]c3)n2)cc1Cl	i
Cn1nc(-c2cccc(NC(=O)C3CC3)c2)ccc1=O	i
COc1ccc(-c2cc(CC(=O)Nc3nccs3)no2)cc1	i
CCC(C(=O)NCC(O)Cc1ccccc1)c1ccccc1 (stereo not drawn)	i
COc1ccc(CNC(=O)NCC2CCN(S(C)(=O)=O)CC2)cc1OC	i
O=C(Cc1ccc(NS(=O)(=O)c2cccnc2)cc1)NCC(F)(F)F	i
COc1ccc(N(CC(O)CN2CCNCC2)S(=O)(=O)c2ccc(C)cc2)cc1 (stereo not drawn)	i
O=C1CC(c2nc3ccccc3n2CC(O)COc2ccccc2)CN1c1cccc(F)c1 (stereo not drawn)	i
Cc1ccc(-c2cc(=O)n(CC(=O)N3CCCc4cc(C)ccc43)cn2)cc1	i
COCCN1CCC(CNC(=O)c2ccc(F)c(F)c2)CC1	i
NC(=O)Cc1csc(NC(=O)Cn2nnc3ccccc3c2=O)n1	i
COc1ccc(N(CC(=O)NC2CCCC2)S(=O)(=O)c2cccnc2)cc1	i
CC(=O)c1ccc(N2CCN(C(=O)Cc3csc(NC(=O)OCC(C)C)n3)CC2)cc1	i
COc1ccc(-c2cc(CC(=O)N3CCc4ccccc4C3)no2)cc1	i
O=C(CCc1ccccc1)NCCn1ncc2c(N3CCOCC3)ncnc21	i
Cc1ccnc(OCC(=O)Nc2nccs2)n1	i
COc1ccc2oc(=O)c(C(=O)Nc3ccccc3C(F)(F)F)cc2c1	i

Taken from the results shown for reference:
Structure	GIRK2 act
O=C(CCc1ccccc1)NCCn1ncc2c(N3CCOCC3)ncnc21	i
Cc1ccnc(OCC(=O)Nc2nccs2)n1	i
COc1ccc2oc(=O)c(C(=O)Nc3ccccc3C(F)(F)F)cc2c1	i

Other entries
Structure	GIRK2 act
CCCCN(CC)C(=O)c1cc2cccnc2n(Cc2ccccc2)c1=O	i
O=C(CCc1ccccc1)NCC1CCN(Cc2ccccc2)CC1	i
Cc1ccc(S(=O)(=O)N(Cc2ccc(F)cc2)C(=O)N2CCN(C)CC2)cc1	i
Cc1ccc(-c2ccc(OCCNS(=O)(=O)c3ccccc3C(F)(F)F)nn2)cc1	i
Cc1cc(C)cc(NC(=O)c2ccc(=O)n(Cc3cccc([N+](=O)[O-])c3)c2)c1	i
Cc1cc(C(=O)N(Cc2cccnc2)c2nc3c(F)cc(F)cc3s2)on1	i
COc1cccc2cc(C(=O)NCCc3csc4nc(-c5cccs5)nn34)c(=O)oc12	i
O=C(Cc1cc(-c2ccc3c(c2)OCCO3)on1)N1CCN(c2ccccc2Cl)CC1	i
COc1ccc(S(=O)(=O)N2CCC(C(=O)N3CCN(c4ccccc4)CC3)CC2)cc1	i
Cn1c(SCc2nc(-c3ccccc3F)no2)nc2ccccc2c1=O	i
Cc1cc(=O)[nH]c(-n2nc(C)c(CCC(=O)Nc3ccccc3F)c2C)n1	i
Cc1cn2c3c(=O)n(Cc4ccc(Cl)c(Cl)c4)c(=O)n(C)c3nc2n1CCN(C)C	i
CC(C)(C)NC(=O)C(=O)NCCCN1CCOC(c2ccccc2)C1 (stereo not drawn)	i
O=C(CCn1cncn1)Nc1ccc(Br)cc1	i
CCOc1cc(-c2nnc(NC(=O)CS(=O)(=O)Cc3ccccc3)o2)cc(OCC)c1OCC	i
Cc1ccc(NC(=O)CSc2nc3c(c(=O)[nH]2)CN(Cc2ccccc2)CC3)cc1	i
COc1ccc(NC(=O)N2CCC3(CC2)NC(=O)N(Cc2ccc(F)cc2)C3=O)cc1	i
Cc1cccc(C)c1OCC(O)CN1CCCCC1C (stereo not drawn)	i
O=C(/C=C/c1ccccc1Cl)Nc1nnc(Cc2cccs2)o1	i
Cc1cnc(NC(=O)Cn2cccn2)s1	i
COCCN1CCC(CNC(=O)Cc2cccc3ccccc23)CC1	i
O=C(CC1CCCCC1)N1CCN(c2cc(-c3cccnc3)[nH]n2)CC1	i
CC1CN(C)CCN1CC1CCN(C(=O)c2ccc(C#N)cc2)CC1 (stereo not drawn)	i
Cc1cc(NC(=O)CN2C(=O)c3ccccc3C2=O)ccc1N1CCCC1=O	i
CCN(CC)CCNC(=O)c1ccc2c(=O)n(Cc3ccccc3Cl)c(=S)[nH]c2c1	i

Reformatted as labelled records: entries from further up.
Structure: O=C(CC1CCCCC1)N1CCN(c2cc(-c3cccnc3)[nH]n2)CC1
  GIRK2 act: i
Structure: CC1CN(C)CCN1CC1CCN(C(=O)c2ccc(C#N)cc2)CC1 (stereo not drawn)
  GIRK2 act: i
Structure: Cc1cc(NC(=O)CN2C(=O)c3ccccc3C2=O)ccc1N1CCCC1=O
  GIRK2 act: i

The list continues.
Structure	GIRK2 act
CC(C)Oc1ccc(C(=O)Nc2ccc3oc(=O)ccc3c2)cc1	i
Cc1cccc(NS(=O)(=O)c2cccc(Cl)c2)c1	i
CC(C)(Oc1ccc(Cl)cc1)C(=O)Nc1c2c(nn1CC(=O)NCC1CCCO1)CSC2 (stereo not drawn)	i
CN(C)CCN(C(=O)c1ccc(S(=O)(=O)N(C)C2CCCC2)cc1)c1nc2ccccc2s1	i
COc1ccc(-c2nnc(C3CCCN(C(=O)NCCCl)C3)s2)cc1 (stereo not drawn)	i
O=C1CS(=O)(=O)N(Cc2ccccc2F)c2cc(Cl)ccc21	i
COC(=O)C(=O)CC(=O)c1c(C)nn(C)c1C	i
Cc1cc(N(C)C)nc(NCCNC(=O)c2sc(C)nc2C)n1	i

Only part of the results is shown; rates above refer to the full screens.
